# CHT PAM – CHT positive allosteric modulators, primary screen, cell-based, membrane potential dye, choline EC20 | 0.49% of 310,000 active | CHT-expressing cells; active compounds read high; LV-AA mutant CHT in HEK293 cells | AID 488977, 2010 | B-score at 10 µM | High affinity choline transporter 1 (Homo sapiens), Q9GZV3;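 active = initial fluorescence not abnormally high and integrated response B-score, plate-corrected, over 3 SD above library mean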
# Target sequence (Q9GZV3 whole entry, looked up): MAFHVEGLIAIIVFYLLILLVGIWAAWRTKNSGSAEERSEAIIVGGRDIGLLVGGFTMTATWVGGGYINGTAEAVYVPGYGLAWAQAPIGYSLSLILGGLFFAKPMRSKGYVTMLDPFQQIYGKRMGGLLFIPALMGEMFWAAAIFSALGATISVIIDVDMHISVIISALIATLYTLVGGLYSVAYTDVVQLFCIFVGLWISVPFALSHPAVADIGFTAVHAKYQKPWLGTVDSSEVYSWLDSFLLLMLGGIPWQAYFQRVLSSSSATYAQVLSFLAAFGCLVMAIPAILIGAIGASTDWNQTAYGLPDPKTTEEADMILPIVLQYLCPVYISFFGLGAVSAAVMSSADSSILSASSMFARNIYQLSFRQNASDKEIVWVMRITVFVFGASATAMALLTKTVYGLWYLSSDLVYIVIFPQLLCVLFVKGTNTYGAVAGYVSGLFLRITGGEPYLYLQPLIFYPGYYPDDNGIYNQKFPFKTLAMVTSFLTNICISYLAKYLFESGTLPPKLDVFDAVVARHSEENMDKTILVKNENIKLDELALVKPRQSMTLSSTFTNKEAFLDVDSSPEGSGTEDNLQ
# OX1R antagonist – OX1R (HCRTR1) antagonists, primary screen, fluorescence, CHO/OX1R cells, Fluo-8 calcium, orexin A; Orexin/Hypocretin receptor type 1 (Homo sapiens), O43613; Fluo-8 calcium fluorescence; inhibition, % at 5 µM; 0.43% of 330,000 active; AID 434989, 2010;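 active = inhibition above its plate's threshold, mean inhibition of all tested compounds on the plate plus 3 SD, cut at about 37% in these data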;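 note: 0% = orexin A challenge wells and 100% = SB-334867-A antagonist wells; not every result past the cut was called active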
# Target sequence (O43613 whole entry, looked up): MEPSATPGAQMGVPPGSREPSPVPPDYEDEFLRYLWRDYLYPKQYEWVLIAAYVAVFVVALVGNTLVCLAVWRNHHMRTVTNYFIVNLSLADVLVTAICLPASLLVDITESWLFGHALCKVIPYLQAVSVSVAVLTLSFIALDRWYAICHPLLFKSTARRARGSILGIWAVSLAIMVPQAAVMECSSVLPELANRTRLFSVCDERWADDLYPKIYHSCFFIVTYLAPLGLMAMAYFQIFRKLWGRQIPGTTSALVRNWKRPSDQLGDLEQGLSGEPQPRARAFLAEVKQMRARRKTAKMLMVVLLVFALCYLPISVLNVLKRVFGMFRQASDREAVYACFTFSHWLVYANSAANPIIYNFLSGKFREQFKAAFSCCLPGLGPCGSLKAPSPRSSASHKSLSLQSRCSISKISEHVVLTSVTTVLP
# * = called active by the depositor; i = inactive; / = not tested or not shown.
SMILES,CHT PAM,OX1R antagonist
CC(Sc1nc2ccccc2c(=O)n1C)C(=O)NC1CCCCC1C (configuration not stated),i,-3
CC1(C)CC(=O)C2=C(C1)N1C(=C(C#N)C2c2ccc(Cl)cc2)N=C(N)c2ccccc21 (configuration not stated),i,-15
CCC(=O)N1CCc2cc(Br)cc(S(=O)(=O)CCC(=O)NCC3CCCO3)c21 (configuration not stated),i,-15
O=C(COc1ccccc1)NS(=O)(=O)c1ccc(Cl)cc1,i,-11
COC(=O)c1ccccc1NC(=O)c1cc[n+](C)cc1,i,-5
Cc1cccc(C(=O)Nc2nnc(COc3ccccc3)s2)c1,i,-12
CCOC(=O)C1CCCN(S(=O)(=O)c2ccc(Cl)nc2)C1 (configuration not stated),i,-16
COc1ccc(CN2C(=O)C(Cc3ccccc3)Nc3ncnc(N4CCN(c5ccccc5)CC4)c32)cc1 (configuration not stated),i,-24
O=C(O)CN1C(=O)N/C(=C\c2cccn2-c2ccc(P(=O)(O)O)cc2)C1=O,/,-5
COC(=O)C(CC(=O)c1ccc(Br)cc1)n1cccn1 (configuration not stated),i,-10
COCCNC(=S)N1CCN(Cc2ccc3c(c2)OCO3)CC1,i,-9
Cc1noc(C)c1CSCC(=O)Nc1cc(S(=O)(=O)N2CCCCC2)ccc1OC(C)C,i,-26
N#CC(c1ccccc1)N(CCCCl)C(=O)c1ccccc1 (configuration not stated),i,-26
CC(C)NC(=O)CN(Cc1ccc2c(c1)OCO2)C(=O)CCC(=O)Nc1ccccn1,i,-11
CCN(Cc1ccccc1)C(=O)CCS(=O)(=O)c1cc2c(cc1Cl)NC(=O)CO2,i,-17
CN(C(=O)COC(=O)c1ccc[nH]c1=O)C1CCCCC1,i,-6
Cc1ccc2c(c1)c1c(n2CC(O)CN2CCC(C)CC2)CCCC1 (configuration not stated),i,-44
CCOC(=O)C1=C(C)N(C)C(=S)NC1c1ccc(Cl)cc1Cl (configuration not stated),i,-33
O=C(O)C1CCC(CNCc2ccncc2)CC1 (configuration not stated),i,-11
CCOc1ccc2ccccc2c1C(=O)N1CCN(c2ccccc2)CC1,i,-38
COc1cccc(NC(=O)CN(C)CC(=O)NCc2ccco2)c1,/,-8
Cc1occc1-c1n[nH]c(=S)n1CC(C)C,i,-19
C=C(C)CNC(=O)CCc1nnc(C2(c3ccc(Cl)cc3)CCC2)o1,i,-34
O=C(Nc1cccc(C(F)(F)F)c1)c1cc(-c2cccs2)on1,i,-25
Cc1cccc(C)c1NC(=O)c1cc(S(=O)(=O)N2CCc3ccccc32)cn1C,i,-23
Cc1csc(NC(=O)CSCC(=O)O)c1-c1nc2ccccc2s1,i,23
O=C(NC1CCN(S(=O)(=O)c2ccccc2)CC1)C1CCCCC1,i,-2
CCc1ccccc1NC1=CC(=O)CC(C)(C)C1,i,-15
COc1ccccc1OCCCn1c(=O)oc2ccc(C)cc21,i,-24
CC(=O)Nc1cccc(Oc2cc(C#N)c(C#N)cc2N2CCOCC2)c1,i,-21
CCC(c1nc2ccccc2c(=O)n1-c1cccnc1)N1C(=O)c2ccccc2C1=O (configuration not stated),i,-19
C/C(=N\NC(=O)c1cc(-c2cccnc2)nc2ccccc12)c1ccccc1O,i,-36
O=C(CCCc1nc2ccccc2s1)NCc1ccc(F)cc1,i,-38
COc1cc(C)c2c(c1C=O)Oc1c(c(C)c(O)c3c1C(O)OC3=O)OC2=O (configuration not stated),i,0
CN1C(=S)SC2CS(=O)(=O)CC21 (configuration not stated),i,-12
O=C(O)C1CCN(C(=O)CCc2ccccc2)CC1,i,7
CCCCN(C(=O)CN1C(=O)C2CC=CCC2C1=O)c1c(N)n(CCC)c(=O)[nH]c1=O (configuration not stated),i,-19
Cc1ccc(CN2CCN(CCCc3ccccc3)CC2CCO)cc1 (configuration not stated),i,-33
CCOc1ccccc1Nc1nnc(SCc2ccc(C(=O)OC)o2)s1,i,-34
CSc1n[nH]c2nc3c(c(=O)n12)C1(CCCCC1)Cc1ccccc1-3,i,-12
O=C(NCCc1ccc(F)cc1)Nc1ccccc1Cl,i,/
CC(=NNC(=O)c1cccc(S(=O)(=O)N2CCOCC2)c1)c1ccccc1,/,-33
N=c1ccn(Cc2cccc(Cl)c2)cc1,i,16
Cc1ccccc1C(=NCCCN(C)C)c1ccccc1C,i,-22
CCCNC(=O)c1ccc(Cl)cc1Cl,i,-7
COC(=O)c1ccccc1NC(=O)C12CCC(C)(C(=O)O1)C2(C)C (configuration not stated),i,-28
CN(Cc1cccnc1)C(=O)CC1C(=O)NCCN1CC(c1ccccc1)c1ccccc1 (configuration not stated),i,-15
Cc1ccccc1OCCC(=O)OCC(=O)N1CCN(S(=O)(=O)c2ccc(Cl)cc2)CC1,i,-6

# At a glance, 24 of the compounds above:
SMILES,CHT PAM,OX1R antagonist
Cc1cccc(C)c1NC(=O)c1cc(S(=O)(=O)N2CCc3ccccc32)cn1C,i,-23
Cc1csc(NC(=O)CSCC(=O)O)c1-c1nc2ccccc2s1,i,23
O=C(NC1CCN(S(=O)(=O)c2ccccc2)CC1)C1CCCCC1,i,-2
CCc1ccccc1NC1=CC(=O)CC(C)(C)C1,i,-15
COc1ccccc1OCCCn1c(=O)oc2ccc(C)cc21,i,-24
CC(=O)Nc1cccc(Oc2cc(C#N)c(C#N)cc2N2CCOCC2)c1,i,-21
CCC(c1nc2ccccc2c(=O)n1-c1cccnc1)N1C(=O)c2ccccc2C1=O (configuration not stated),i,-19
C/C(=N\NC(=O)c1cc(-c2cccnc2)nc2ccccc12)c1ccccc1O,i,-36
O=C(CCCc1nc2ccccc2s1)NCc1ccc(F)cc1,i,-38
COc1cc(C)c2c(c1C=O)Oc1c(c(C)c(O)c3c1C(O)OC3=O)OC2=O (configuration not stated),i,0
CN1C(=S)SC2CS(=O)(=O)CC21 (configuration not stated),i,-12
O=C(O)C1CCN(C(=O)CCc2ccccc2)CC1,i,7
CCCCN(C(=O)CN1C(=O)C2CC=CCC2C1=O)c1c(N)n(CCC)c(=O)[nH]c1=O (configuration not stated),i,-19
Cc1ccc(CN2CCN(CCCc3ccccc3)CC2CCO)cc1 (configuration not stated),i,-33
CCOc1ccccc1Nc1nnc(SCc2ccc(C(=O)OC)o2)s1,i,-34
CSc1n[nH]c2nc3c(c(=O)n12)C1(CCCCC1)Cc1ccccc1-3,i,-12
O=C(NCCc1ccc(F)cc1)Nc1ccccc1Cl,i,/
CC(=NNC(=O)c1cccc(S(=O)(=O)N2CCOCC2)c1)c1ccccc1,/,-33
N=c1ccn(Cc2cccc(Cl)c2)cc1,i,16
Cc1ccccc1C(=NCCCN(C)C)c1ccccc1C,i,-22
CCCNC(=O)c1ccc(Cl)cc1Cl,i,-7
COC(=O)c1ccccc1NC(=O)C12CCC(C)(C(=O)O1)C2(C)C (configuration not stated),i,-28
CN(Cc1cccnc1)C(=O)CC1C(=O)NCCN1CC(c1ccccc1)c1ccccc1 (configuration not stated),i,-15
Cc1ccccc1OCCC(=O)OCC(=O)N1CCN(S(=O)(=O)c2ccc(Cl)cc2)CC1,i,-6

# The results go on:
SMILES,CHT PAM,OX1R antagonist
O=C(OCC(=O)c1ccc[nH]1)c1ccc(Cl)c(Cl)c1,/,-4
Cc1nn(CCCC(=O)NCc2ccc(F)cc2)c(=O)c2nccn12,i,-6
COc1cc(CNC2CCCC2)c(Br)cc1OC1CCCC1,i,-27
COc1ccccc1NC(=O)CN(c1ccc(C)cc1)S(=O)(=O)c1c(C)n[nH]c1C,i,-12
Cc1nc2c(C)cccc2cc1C(=O)N/N=C/c1cccnc1,i,-9
O=C(NC12CC3CC(CC(C3)C1)C2)N1CCN(C(=O)C2CCCO2)CC1 (configuration not stated),i,12
COC(=O)c1ccc(N2CCc3ccccc32)c([N+](=O)[O-])c1,i,18
O=C(NCc1cccs1)c1ccc(CS(=O)(=O)c2ccc(Cl)cc2)o1,i,-16
CC(NC(=O)c1cc(S(=O)(=O)N2CCCC2)cn1C)c1ccccc1 (configuration not stated),i,-10
CCc1ccccc1NC(=O)c1cccc(N2C(=O)C3C4CCC(C4)C3C2=O)c1 (configuration not stated),i,-3
O=C(CSc1nnc(-c2cccs2)o1)Nc1cccc(S(=O)(=O)N2CCCCC2)c1,i,-21
CCC(=O)c1cc2c(cc1NC(=O)c1ccc(C)cc1)OCCO2,i,-14
CN(Cc1ccccc1)C(=S)NC(=O)c1cccs1,i,-15
C#Cc1cccc(-n2nnc(C(C)=O)c2C)c1,i,-2
COc1ccc(NC(=S)NNS(=O)(=O)c2ccc3ccccc3c2)c(OC)c1,i,-5
CCN(CC)CC(=O)N1CCCC(N2CCN(c3cccc(C(F)(F)F)c3)CC2)C1 (configuration not stated),i,-29
Fc1ccc(NCc2nnc3n2CCCCC3)cc1,i,-18
CCOc1ccc(CNC(=O)c2ccccc2NC(=O)C2=CSCCO2)cc1,i,-18
Cc1cc(C)c2cc(CN(Cc3cccnc3)C(=O)c3ccc(F)cc3)c(Cl)nc2c1,i,-26
O=C(Nc1ccc(Cl)cc1Cl)c1cccc(N2C(=O)C=CC2=O)c1,i,-8
CN(C)S(=O)(=O)c1cccc(NC(=O)CSc2nncn2-c2ccccc2)c1,i,9
CCCCNC(=O)c1cc(C)nc2ccccc12,i,-15
CC1CCCC(C)N1CCCNC(=O)c1cc2c(s1)-c1ccccc1OC2 (configuration not stated),i,-31
CC1(C)CC2CC(C)(CN2C(=O)COC(=O)c2cccc(O)c2)C1 (configuration not stated),/,-21
CCOC(=O)c1c(NC(=O)COC(=O)CC(NC(C)=O)c2ccccc2)sc(C(=O)NC)c1C (configuration not stated),i,-30
CCSc1ccc(-c2ccco2)nn1,i,-7
O=C(Nc1ccc(NC(=S)NC(=O)c2ccccc2Cl)cc1)c1cccc(Cl)c1,i,-9
Cc1nn(CCOc2ccccc2)c(=O)n1-c1c(F)cccc1F,i,-12
COc1ccc2c(CC(=O)Nc3ccc(OC)c(S(=O)(=O)N4CCOCC4)c3)coc2c1,i,-12
CCOC(=O)N1CCN(C(=O)c2cn(CC)c3ccc(S(=O)(=O)N4CC(C)CC(C)C4)cc3c2=O)CC1 (configuration not stated),i,-26
CCOC(=O)C1CCCN(C(=O)Cc2ccc(OC)c(OC)c2)C1 (configuration not stated),i,-26
CCCN1CCc2c(sc3nc(SC)n(-c4ccccc4)c(=O)c23)C1,i,-14
CCc1nc(SCC(=O)N2CCCC2)c2ccccc2n1,i,-32
CC(Nc1nc(-c2cccnc2)nc2ccccc12)c1ccc(F)cc1 (configuration not stated),i,-13
COc1ccc(OC)c(Cc2nnc(CCC(=O)N3CCCCC3)o2)c1,i,-16
COc1cccc(-c2cc(N)nn2C(=O)Nc2ccc(Cl)cc2)c1,i,-15
Cc1ccc(N=CC=C2OC(C)(C)C(C)(C)O2)cc1,i,-21
Clc1ccc(-c2nnn(Cc3nc4ccccc4s3)n2)cc1,i,-24
COc1ccc(Nc2nc(NCc3ccco3)nc(N/N=C/c3ccccc3)n2)cc1,i,-36
COCCN(CCOC)C(=O)CC(=O)N(CCOC)CCOC,i,-3
CC(=O)NC(CC(=O)NNC(=O)c1cccs1)c1ccccc1 (configuration not stated),i,-11
COCC(=O)Oc1c(S(=O)(=O)c2ccc(C)cc2)c(C)nn1C(C)(C)C,i,-17
CN(C)c1nc(C#N)nc(N(C)C)n1,i,-9
CN(C)S(=O)(=O)c1cccc(C(=O)OCC(=O)NCc2ccccc2)c1,i,-9
O=C(Nc1ccc(S(=O)(=O)Nc2nccs2)cc1)c1cccc(F)c1,i,-7
CCO[C@@H]1OC(C(=O)NC2CC2)=C[C@H](c2ccc(Br)cc2)[C@H]1CCCO,i,2
CC(=O)N(C)C1=C(O)c2ccccc2C(=O)C1=O,i,-7
CC1(C)N=C(c2ccc(Cl)cc2)C(=O)N1,i,-2
COc1ccc(N2CCN(C3CC(=O)N(C)C3=O)CC2)cc1 (configuration not stated),i,3
CCC(C)NC(=O)c1ccc(NS(=O)(=O)c2ccc3[nH]c(=O)[nH]c3c2)cc1 (configuration not stated),i,-7
Cc1cccc(-c2nc3c(c(SCC(=O)N4CCOCC4)n2)COC(C)(C)C3)c1,i,-13
Cc1c(NC(=O)C(C)OC(=O)c2c3c(nc4ccccc24)CCC3)c(=O)n(-c2ccccc2)n1C (configuration not stated),i,-16
O=C(O)c1ccc2c(c1)C(=O)N(c1cccc3ccccc13)C2=O,i,2
CCc1ccc2[nH]c(=O)c(CN(CCCN3CCOCC3)C(=O)Nc3ccc(F)cc3)cc2c1,i,-19
Clc1cccc2sc(N3CCOCC3)nc12,i,-9
COc1ccc(CN2CCNC(=O)C2CC(=O)N(C)CC2CCOCC2)c(F)c1 (configuration not stated),i,-17
CC(C)CN(C(=O)CCNC(=O)c1ccc(Cl)cc1)C1CCS(=O)(=O)C1 (configuration not stated),/,-20
COc1ccc(-c2cc(=O)oc3cc(OCC(=O)NCCN4CCOCC4)ccc23)cc1,i,-12
COc1ccc(NC(=O)Cn2c(-c3ccccc3)cc(C(C)=O)c2C)c(OC)c1,i,-5
COc1ccc(-c2ccnc3nc(/N=C/N(C)C)nn23)cc1,i,-7

# The list goes on.
SMILES,CHT PAM,OX1R antagonist
Cc1cc(C)n(CC(O)COc2ccc(F)cc2)n1 (configuration not stated),i,-10
CCOC(=O)c1cc2ccccc2n1CC(=O)c1ccccc1,i,-21
O=C1[C@@H]2CSCN2C(=O)CN1Cc1c(F)cccc1Cl,i,-13
COc1ccc(-c2csc(N(CC3CCCO3)C(=O)c3ccccc3)n2)cc1 (configuration not stated),i,-12
O=C(NC1=NCCS1)c1cc(-c2ccc(F)cc2)nc2ccccc12,i,-51
CC(=O)Nc1ccc(NC(=O)C(C)OC(=O)/C=C/c2ccc3c(c2)OCO3)cc1 (configuration not stated),i,-29
CCCNC(=O)C(NS(=O)(=O)c1cccc2nsnc12)c1ccccc1 (configuration not stated),i,-31

# Entries of single compounds from above. Values in the order: CHT PAM, OX1R antagonist
# Profile of CCOC(=O)c1cc2ccccc2n1CC(=O)c1ccccc1 : i, -21
# Profile of O=C1[C@@H]2CSCN2C(=O)CN1Cc1c(F)cccc1Cl : i, -13
